DAX1 inh-1 – DAX1 (NR0B1) inhibitors on StAR promoter, primary screen, cell-based, luminescence, SF-1 (NR5A1), full-length DAX-1 | HEK293T StAR-luciferase reporter, SF-1/DAX-1 repression relief | inhibition, % at 6.8 µM | hit rate 1.1% among 370,000 | AID 652010, 2013;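 active means inhibition above the mean over all tested compounds plus 3 SD, cut at about 3.6% in these data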;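 further: 0% = DAX-1 cells with DMSO and 100% = cells lacking DAX-1 with DMSO; higher inhibition means more luminescence from relief of DAX-1 repression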
ssDAF-12 act – S. stercoralis DAF-12 nuclear receptor activators, primary screen, cell-based, luminescence, HEK293, GRIP1 co-expression, lit1-tk-luc. Nuclear hormone receptor DAF-12 (Strongyloides stercoralis). HEK293 ssDAF-12/GRIP1 lit1-tk-luc reporter; % of 3 µM dafachronic acid response. activation, % at 6.8 µM. hit rate 1% among 370,000. AID 652126, 2013;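 active means activation above the mean over all tested compounds plus 3 SD, cut at about 0.9% in these data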;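 further: 0% = DMSO-only wells and 100% = 3 µM delta7-dafachronic acid wells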
MBD2 DNA inh – inhibitors of MBD2 binding to methylated DNA, primary screen, biochemical, TR-FRET, DNA-binding domain, human; hit rate 0.31% among 370,000; MBD2 binding to methylated oligonucleotide; AID 686964, 2013; inhibition, % at 4.4 µM; in the data active means inhibition above about 13%
Target sequence (Q9UBB5 whole entry, looked up, the tested form may be a part): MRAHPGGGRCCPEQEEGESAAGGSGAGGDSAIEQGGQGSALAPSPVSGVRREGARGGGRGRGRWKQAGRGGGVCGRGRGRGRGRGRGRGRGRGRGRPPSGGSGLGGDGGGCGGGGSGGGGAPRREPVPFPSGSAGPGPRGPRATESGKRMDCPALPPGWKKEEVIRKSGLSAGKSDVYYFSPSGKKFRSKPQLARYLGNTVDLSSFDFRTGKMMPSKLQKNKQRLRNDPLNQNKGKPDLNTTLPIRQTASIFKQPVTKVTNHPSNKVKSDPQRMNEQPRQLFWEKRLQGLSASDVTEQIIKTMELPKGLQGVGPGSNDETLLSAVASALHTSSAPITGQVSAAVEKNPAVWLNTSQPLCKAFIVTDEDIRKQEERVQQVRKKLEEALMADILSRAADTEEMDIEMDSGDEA
ADAM17 inh – ADAM17 inhibitors, primary screen, biochemical, QFRET. Disintegrin and metalloproteinase domain-containing protein 17 (Homo sapiens), P78536. recombinant ADAM17, EDANS/DABCYL FRET peptide cleavage. inhibition, % at 6.95 µM. hit rate 0.83% among 370,000. AID 720648, 2013;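 active means inhibition above the mean of compounds lying between control limits plus 3 SD, set per campaign, cut at about 8.5% in these data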;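 further: 0% = DMSO-only wells as the low control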
Target sequence (P78536 215-824 limits assumed): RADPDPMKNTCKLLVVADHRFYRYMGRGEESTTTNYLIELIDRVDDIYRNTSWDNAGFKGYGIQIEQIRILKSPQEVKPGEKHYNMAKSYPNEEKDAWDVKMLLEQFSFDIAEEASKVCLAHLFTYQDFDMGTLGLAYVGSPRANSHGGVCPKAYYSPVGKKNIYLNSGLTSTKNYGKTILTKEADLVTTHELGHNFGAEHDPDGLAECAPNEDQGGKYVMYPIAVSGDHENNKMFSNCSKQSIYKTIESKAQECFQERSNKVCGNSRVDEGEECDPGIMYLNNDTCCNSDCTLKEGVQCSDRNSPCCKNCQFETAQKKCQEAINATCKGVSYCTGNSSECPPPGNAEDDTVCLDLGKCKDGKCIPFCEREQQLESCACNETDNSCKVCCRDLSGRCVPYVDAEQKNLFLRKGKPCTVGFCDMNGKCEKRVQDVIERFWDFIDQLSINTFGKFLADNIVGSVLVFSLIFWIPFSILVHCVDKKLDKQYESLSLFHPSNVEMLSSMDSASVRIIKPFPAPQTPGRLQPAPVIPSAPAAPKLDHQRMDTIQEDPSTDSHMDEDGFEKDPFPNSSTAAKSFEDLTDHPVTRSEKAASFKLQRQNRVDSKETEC
PLCg1 inh – PLC-gamma1 enzyme inhibitors, primary screen, biochemical, fluorescence, purified enzyme; fluorogenic substrate; hit rate 0.84% among 370,000; 1-phosphatidylinositol 4,5-bisphosphate phosphodiesterase gamma-1 (Homo sapiens), P19174; inhibition, % at 12.2 µM; in the data active means inhibition above about 9.5%
NR1D1 modulator – modulators of Rev-erb alpha DNA binding, primary screen, biochemical, FITC-DNA, fluorescence polarization, uHTS. activity, % at 10 µM. hit rate 0.79% among 370,000. Rev-erbα–FITC-DNA binding, 90 min. AID 1259318, 2017. Nuclear receptor subfamily 1 group D member 1 (Homo sapiens), P20393;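 active means activity above about 14%, limit read from the data; passing the limit was not always enough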;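 further: 0% = DMSO wells with 35 nM protein and 100% = DMSO wells with 750 nM protein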
PLC-beta3 inh – human PLC-beta3 inhibitors, primary screen, biochemical, fluorescence. hit rate 0.18% among 370,000. inhibition, % at 12.2 µM. AID 720704, 2013. Purified PLC-beta3, fluorogenic substrate. 1-phosphatidylinositol 4,5-bisphosphate phosphodiesterase beta-3 (Homo sapiens), Q01970; in the data active means inhibition above about 11%;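 further: 0% = median of compound wells on plate and 100% = full blocker control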
DAX1 inh-2 – DAX1 (NR0B1) inhibitors, primary screen, cell-based, HEK293, Gal4-DAX1, luciferase luminescence. Nuclear receptor subfamily 0 group B member 1 (Homo sapiens), P51843. HEK293 Gal4-DAX1 luciferase reporter. inhibition, % at 6.75 µM. hit rate 0.99% among 340,000. AID 504766, 2011;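 active means inhibition above the mean over all tested compounds plus 3 SD, cut at about 4.2% in these data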;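 further: 0% = DAX1-transfected cells with DMSO and 100% = empty-vector control cells with DMSO; inhibition shows as a rise in luminescence from relieved DAX1 repression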
hgDAF12 agonist – H. glycines DAF-12 receptor agonists, primary screen, cell-based, luminescence, HEK293, GAL4 fusion, UAS-luciferase; hit rate 1.8% among 370,000; HEK293 GAL4-hgDAF12 UAS-luciferase reporter, agonist luminescence; normalized to butyrate control; activation, % at 6.8 µM; Nuclear hormone receptor DAF-12 (Heterodera glycines), GAL4 fusion;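 active means activation above a cutoff set at the mean of all screened compounds plus 3 SD, cut at about 10% in these data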;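 further: 0% = DMSO wells and 100% = sodium butyrate wells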
SMARCA2 activ – SMARCA2 (BRM) function activators, primary screen, cell-based, luminescence, high throughput. MG213 cells, MMTV-luciferase reporter, dexamethasone, overnight. activation, % at 9.1 µM. hit rate 1% among 370,000; in the data active means activation above about 7.8%;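 further: 0% = vehicle wells and 100% = reference activator wells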
hcDAF12 agonist – H. contortus DAF-12 nuclear receptor activators, primary screen, cell-based, luminescence, HEK293, lit1-tk-luc reporter; HEK293 hcDAF-12 lit1-tk-luc reporter; 0% DMSO, 100% Δ7-dafachronic acid; activation, % at 6.8 µM; hit rate 1.4% among 370,000; AID 652067, 2013;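 active means activation above the mean of all tested compounds plus 3 SD, cut at about 5.5% in these data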;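 further: 100% = response to 3 µM Δ7-dafachronic acid high control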
Numbers without * were called inactive; i = inactive; / = no result given.

SMILES	DAX1 inh-1	ssDAF-12 act	MBD2 DNA inh	ADAM17 inh	PLCg1 inh	NR1D1 modulator	PLC-beta3 inh	DAX1 inh-2	hgDAF12 agonist	SMARCA2 activ	hcDAF12 agonist
O=C(O)c1csc(-c2ccccc2)n1	0.3	-1.3	3	-5	2	-1	-9	0.7	3.5	-2	-1.5
C#CCSc1nc(Cc2ccc(Cl)cc2)nc2ccccc12	0.6	-1.3	3	-6	-5	4	-1	-0.3	-0.1	1	-1.0
COC(=O)COc1cc(C)cc2oc(=O)c(CC(=O)OC)c(C)c12	0.2	-1.5	0	-180	-267	2	-313	-1.2	-0.1	0	-1.4
CC(C)(C)n1nnnc1C(c1ccc(F)cc1)N1CCN(Cc2ccc3c(c2)OCO3)CC1 (stereo not given)	-0.1	-0.9	0	-2	1	-8	0	0.1	1.4	-2	-0.6
COc1ccc(NC(=O)C(NC(=O)Cc2cccs2)c2ccc(C)cc2)cc1 (stereo not given)	0.3	-0.8	-1	1	1	-3	4	4.7*	6.6	1	-1.1
Nc1ccn([C@@H]2O[C@H](C(=O)N3CCN(CCO)CC3)[C@@H](O)[C@H]2O)c(=O)n1	-1.2	-1.3	-2	-2	-1	-5	-3	/	-2.9	1	1.4
O=C(O)c1cnn2cc(-c3[nH]ncc3[N+](=O)[O-])cnc12	0.0	-1.2	6	-1	0	-6	1	3.9	-0.8	-1	-1.4
Fc1ccc(C2c3cccn3CCN2C(=S)Nc2cccc(F)c2)cc1 (stereo not given)	0.4	-0.6	-1	-6	-6	4	-9	-0.5	-1.6	-4	-1.5
CC(=O)OC1CC(n2ccc(NC(=O)c3ccccc3)nc2=O)OC1CO (stereo not given)	-0.2	-1.1	-1	0	7	3	-2	-0.5	-0.8	-2	-0.3
CCOC(=O)c1c(C)[nH]c(C)c1S(=O)(=O)N(C)CC(=O)Nc1ccccc1OC	-0.7	-1.0	-2	-2	1	4	-9	0.8	-1.3	-1	-1.9
CCOc1cc(C=O)ccc1OCCSc1ccc(Cl)cc1	-1.9	-1.4	2	2	-1	5	0	-0.5	1.8	-1	-1.4
Cc1cc(C)nc(-n2nc(C)c3c(C(F)F)cc(C)nc32)n1	0.1	-1.1	1	7	5	-5	0	1.2	0.2	1	-2.0
CCCc1ccc2ccc3ccccc3c2n1	0.2	-1.0	-2	-1	1	4	2	/	-0.5	1	-2.4
O=C(Cc1c[nH]c2ccccc12)NCc1ccc2c(c1)OCO2	0.6	-0.6	-5	-4	-1	0	0	0.8	2.1	1	4.2
O=C(c1cc2ccccc2c(=O)o1)N1CCCC1	0.3	-1.3	1	-3	5	0	-1	/	-0.1	0	0.1
CCC(=O)N1c2ccccc2NC2=C(C(=O)CC(C)(C)C2)C1c1ccc(O)c(OC)c1 (stereo not given)	-0.1	-0.7	-3	-4	-26	0	-32	-0.5	-1.0	-2	-0.8
CCOc1ccc(NC(=O)CN2CCC(n3cnc4cc(F)ccc43)CC2)cc1	-1.2	-1.5	3	-4	-3	2	-5	/	-3.2	-3	-1.6
CCCCC(=O)N/C(N)=N/c1nc2ccccc2o1	1.3	0.3	9	-5	1	-2	-4	16*	12*	3	0.9
CCOC(=O)Cc1csc(NC(=O)C2CCCN(S(=O)(=O)c3cnc[nH]3)C2)n1 (stereo not given)	-0.1	-0.6	-1	3	5	-4	6	1.4	1.6	-1	-0.4
Cn1c(CNC(=O)CCNC(=O)c2ccc(F)c(F)c2)cc(=O)n(C)c1=O	0.3	-0.9	0	-5	-2	-3	-12	0.2	0.8	0	-0.1
CCOC(=O)CSc1nc(-c2ccc3c(c2)OCO3)ccc1C#N	1.4	-0.9	8	-252	i	20*	i	1.5	9.3	6	0.9
COc1ccc(CNCCSc2nnnn2C)cc1OC	0.5	-0.8	-1	-1	-1	-3	-1	0.6	1.2	3	-0.6
COc1ccccc1CC(=O)NCC1CCCO1 (stereo not given)	-0.2	-1.1	0	-3	2	-6	0	-0.6	1.5	2	1.1
Cc1ccc(S(=O)(=O)N2CCN=C2SCc2ccc(Cl)c(Cl)c2)cc1	0.0	0.0	-1	-2	2	5	1	-0.9	-1.5	1	3.2
Cc1cc(N2CCN(C)CC2)nc2ccc(NC(=O)c3ccccc3F)cc12	0.8	-0.8	4	-4	-7	6	-14	-0.2	2.5	0	-0.2
Cc1ccnc(NS(=O)(=O)c2ccc(NC(=O)C3CC3)cc2)n1	0.9	-0.5	-4	-3	-1	5	-6	-0.3	-2.2	-4	-1.3
CCOC(=O)CN1C(=O)S/C(=C/c2cc(C)n(C)c2C)C1=O	1.9	-0.6	-3	0	-13	1	-19	0.8	5.6	-2	3.0
COc1cc(/C=C(\C#N)C(=O)Nc2ccccc2)ccc1OCCN1CCOCC1	1.2	-1.1	2	1	3	0	-5	2.4	0.5	8.5*	2.7
CC(=O)Nc1ccc(S(=O)(=O)N2CCCCC2C(=O)O)cc1 (stereo not given)	-0.1	-0.4	-3	-1	2	-8	-3	3.3	3.0	0	0.5
N[C@@H](Cc1ccccc1)c1nnc(SCc2ccccc2F)o1	-0.7	-0.9	-2	3	4	-1	5	0.8	0.9	-1	0.3
Nn1c(SCC(=O)N2CCc3ccccc3C2)nnc1-c1cccs1	-0.4	-0.3	0	-1	-2	1	2	0.2	2.5	2	-0.6
COc1cc2cnc(-c3ccccc3)c(-c3cc(OC)c(OC)c(OC)c3)c2cc1OC	-0.4	-1.3	4	-1	-10	3	-12	0.2	-0.6	0	-2.2
CCCCc1c(-c2ccccc2OC)ncn1Cc1ccc(OC)cc1	-0.1	-1.2	-1	2	3	15	3	/	-2.9	-7	-0.8
COc1cc(O)c(C(CC(=O)N2CCCC(C)C2)c2ccc3c(c2)OCO3)c(OC)c1 (stereo not given)	-0.8	-1.1	0	-3	-2	3	-2	1.9	1.9	-1	-2.5
CCOC(=O)c1c(NC(=O)CC2Sc3ccc(C(F)(F)F)cc3NC2=O)sc(C)c1C (stereo not given)	-0.2	-1.1	1	-2	5	3	1	-0.3	2.1	-1	1.1
FCCCOc1ccc(/C=N/OCc2ccc(Cl)cc2Cl)cc1	0.7	-0.9	-3	3	7	5	5	0.0	-0.3	-2	0.9
CC1CCc2sc(C(=O)N3CCN(c4ncccn4)CC3)cc2C1 (stereo not given)	-0.4	-1.1	2	-1	-2	1	-8	-0.5	0.8	1	0.8
O=C(NCc1ccccc1)c1cc(C2CCCCN2C(=O)c2ccccc2)on1 (stereo not given)	-2.2	-0.8	-5	-1	0	-4	-2	/	-1.3	2	-1.8
Cc1ccc(CNC(=O)CNS(=O)(=O)c2ccc(Br)s2)cc1	-0.1	-1.1	-6	0	-1	7	-6	1.4	2.5	-1	-2.9
O=C1NC[C@@H](CCCCN2CCN(CCc3ccc(O)cc3)C(=O)C2=O)N(CC2CCCCC2)C1=O	0.4	-1.2	-5	0	-2	-3	0	/	-1.7	1	2.0
COc1ccc(-c2cc(-c3nc4ccccn4c3NCc3ccccc3)ccc2OC)cc1	-3.3	-3.6	3	-155	i	2	i	-5.8	-16	-3	-8.4
CCOC(=O)[C@@]12CCCC=C1N(CCc1ccc(Cl)cc1)C(=O)[C@H]2CC(=O)NCc1ccccc1	-1.6	-0.9	3	4	3	2	2	/	1.4	-3	-2.9
Cc1ccc(C)c(S(=O)(=O)N(C)C2CCS(=O)(=O)C2)c1 (stereo not given)	-0.1	-1.0	0	-2	3	1	-7	0.3	0.9	0	-1.0
O=C(O)CCCC(=O)Nc1ccc(N2CCCC2)cc1	0.8	-0.8	-2	-1	-9	4	-11	0.4	-1.3	-2	0.2
COc1ccc(NC(=O)c2sc3nc(C)nc(N4CCN(c5ccccn5)CC4)c3c2C)cc1Cl	0.6	-1.3	-1	3	0	18	3	-0.2	1.0	-1	-1.7
O=c1[nH]n(-c2ccccn2)c(=O)c2ccccc12	1.4	-1.0	1	-5	-2	1	-3	1.2	3.5	0	1.2
CC(=O)c1cnc2c(-c3ccccc3)c(-c3ccccc3)nn2c1C	-0.2	-1.5	-2	0	-4	11	-5	-1.1	1.2	2	-0.9
CC1CCc2[nH]c3ccc(C(=O)NCCCOC(C)C)cc3c2C1 (stereo not given)	-0.3	-2.1	-6	-10	-17	4	-30	0.3	-0.6	0	-1.8

Printed as active in DAX1 inh-2, of those listed so far:
| mol | DAX1 inh-1 | ssDAF-12 act | MBD2 DNA inh | ADAM17 inh | PLCg1 inh | NR1D1 modulator | PLC-beta3 inh | DAX1 inh-2 | SMARCA2 activ | hcDAF12 agonist |
| --- | --- | --- | --- | --- | --- | --- | --- | --- | --- | --- |
| COc1ccc(NC(=O)C(NC(=O)Cc2cccs2)c2ccc(C)cc2)cc1 (stereo not given) | 0.3 | -0.8 | -1 | 1 | 1 | -3 | 4 | 4.7* | 1 | -1.1 |
| CCCCC(=O)N/C(N)=N/c1nc2ccccc2o1 | 1.3 | 0.3 | 9 | -5 | 1 | -2 | -4 | 16* | 3 | 0.9 |

Molecules above that contain a COOH group:
SMILES	DAX1 inh-1	ssDAF-12 act	MBD2 DNA inh	ADAM17 inh	PLCg1 inh	NR1D1 modulator	PLC-beta3 inh	DAX1 inh-2	hgDAF12 agonist	SMARCA2 activ	hcDAF12 agonist
O=C(O)c1csc(-c2ccccc2)n1	0.3	-1.3	3	-5	2	-1	-9	0.7	3.5	-2	-1.5
O=C(O)c1cnn2cc(-c3[nH]ncc3[N+](=O)[O-])cnc12	0.0	-1.2	6	-1	0	-6	1	3.9	-0.8	-1	-1.4
CC(=O)Nc1ccc(S(=O)(=O)N2CCCCC2C(=O)O)cc1 (stereo not given)	-0.1	-0.4	-3	-1	2	-8	-3	3.3	3.0	0	0.5
O=C(O)CCCC(=O)Nc1ccc(N2CCCC2)cc1	0.8	-0.8	-2	-1	-9	4	-11	0.4	-1.3	-2	0.2
